High-throughput results deposited in PubChem by National Center for Advancing Translational Sciences (NCATS).
EPAC1 antagonist: EPAC1 (human) antagonism | 360,000 compounds, 0.14% hits | AID 720709 | O95398 | EPAC1 GEF assay, Rap1b-BODIPY-GDP exchange fluorescence | Potency, µM (series often up to 115 µM), for the others: top-dose activity change, negative = inhibition, most hits filed as inhibitors;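 note: potency is the fitted concentration of half-maximal effect; plate controls were vehicle for no effect and positive control for full effect; nearly all actives have a fitted effect of over 50% in size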
PLK1 PBD block: inhibitors of human PLK1 polo-box domain binding | Plk1 PBD binding of FITC phosphopeptide, fluorescence polarization | Potency, µM, without a hit: max response, negative = inhibition, usual class: inhibitors | P53350 | 360,000 compounds, 2.8% hits; note: potency is the fitted concentration of half-maximal effect; series mostly up to about 57 µM; % is set by controls: 0 for no effect and ±100 for the full control effect; nearly all actives have a fitted effect of over 65% in size
EPAC1 ag: EPAC1 (human) agonism. 360,000 compounds, 0.073% hits. O95398. EPAC1 agonist qHTS, biochemical assay; response scale: 100% = response to 6.5 mM cAMP. Potency, µM (highest dose often 154 µM), for the others: top-dose activation, actives largely listed as activators; note: potency is the fitted concentration of half-maximal effect; nearly all actives have a fitted effect of over 60% in size
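Nucleotide exchange by EPAC1 (100 nM) on Rap1B–BODIPY-GDP (250 nM) in the presence of 50 uM GDP is tracked fluorescently at 480/540 nm over 30 min. Signals are normalized to a 6.5 mM cAMP control.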
PI5P4K alpha inh: PI5P4K alpha (human) kinase inhibition | AID 652105 | 330,000 compounds, 1.2% hits | max response, % | PI5P4Kalpha enzyme, ADP-Glo luminescence, 60 min; active compounds read low; active = max response of -50% or lower; inconclusive = between -30% and -50%; inactive = -30% or higher; note: value at the top dose of about 77 µM; % is set by controls: 0 for no effect and ±100 for the full control effect
Target sequence (P48426 whole entry, looked up): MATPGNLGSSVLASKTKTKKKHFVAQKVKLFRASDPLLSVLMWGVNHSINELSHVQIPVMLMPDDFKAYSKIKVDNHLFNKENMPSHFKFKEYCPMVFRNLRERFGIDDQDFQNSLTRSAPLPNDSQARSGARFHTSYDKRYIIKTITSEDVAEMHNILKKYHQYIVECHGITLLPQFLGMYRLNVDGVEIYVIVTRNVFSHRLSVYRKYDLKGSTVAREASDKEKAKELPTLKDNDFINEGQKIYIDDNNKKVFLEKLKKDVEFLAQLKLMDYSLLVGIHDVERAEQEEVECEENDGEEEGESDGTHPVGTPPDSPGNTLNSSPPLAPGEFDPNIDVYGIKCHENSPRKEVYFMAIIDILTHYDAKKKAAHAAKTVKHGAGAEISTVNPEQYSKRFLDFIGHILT
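ADP-Glo luminescence end-point read after a 60 min room-temperature kinase reaction of PI5P4Kalpha plus substrate, initiated with ATP at 5 microM final. Buffer: 0.038 M HEPES pH 7.4, EGTA, 0.1% CHAPS, 5% DMSO.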
PTHR1 ag: activates the human parathyroid hormone receptor PTHR1 | Q03431 | HEK293 GP2 PTHR1 cells, GloSensor cAMP luminescence, 1 h | Potency, µM (titrated, usually from 115 µM), inactives show at the highest dose activation, most hits filed as activators | 410,000 compounds, 0.075% hits | AID 743266; note: potency is the fitted concentration of half-maximal effect; nearly all actives have a fitted effect of over 55% in size; some results filed as inactive show a strong effect at the top dose; inactives centre near -15; many of its hits are not listed in these tables
Target sequence (Q03431 whole entry, looked up): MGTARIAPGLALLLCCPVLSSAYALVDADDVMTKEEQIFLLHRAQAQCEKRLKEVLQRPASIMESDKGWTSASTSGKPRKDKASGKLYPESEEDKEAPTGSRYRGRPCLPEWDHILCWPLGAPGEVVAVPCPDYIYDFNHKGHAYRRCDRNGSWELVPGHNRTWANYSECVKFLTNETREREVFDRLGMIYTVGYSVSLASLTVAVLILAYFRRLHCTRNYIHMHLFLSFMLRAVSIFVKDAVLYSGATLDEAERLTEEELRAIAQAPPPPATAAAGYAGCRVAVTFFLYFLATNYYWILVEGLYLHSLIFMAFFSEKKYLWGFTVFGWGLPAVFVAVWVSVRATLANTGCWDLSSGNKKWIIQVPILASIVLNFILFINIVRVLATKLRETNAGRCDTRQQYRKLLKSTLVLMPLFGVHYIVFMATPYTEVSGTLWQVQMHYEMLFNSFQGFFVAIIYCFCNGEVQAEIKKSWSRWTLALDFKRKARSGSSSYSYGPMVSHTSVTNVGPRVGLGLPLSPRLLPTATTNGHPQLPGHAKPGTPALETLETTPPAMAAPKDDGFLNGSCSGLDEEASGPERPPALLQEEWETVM
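HEK-293-derived GP2 cells expressing PTHR1 and a GloSensor cAMP reporter, 3,000/well, plated overnight, given luciferin plus IBMX (each 0.5 mM as added) for 1 h at 37 °C, then compound for 1 h at 37 °C. Luminescence was read after 15 min at room temperature.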
IL-2 act: IL-2 activation | IL-2 activation reporter assay, cell-based qHTS; stimulated with anti-CD3/CD4/CD28 beads; in transgenic mouse T cells | activation, % (series mostly up to about 46 µM) | 360,000 compounds, 0.065% hits; in the data active = activation above about 50%; inconclusive = mostly about 30% to 49%; note: 0% is about no effect
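First, unstimulated transgenic mouse T cells were exposed to compound for 60 min. Next, anti-CD3/anti-CD4-coated beads with anti-CD28 were added. Finally, after 18 h at 37 degrees C, EGFP and DsRed were imaged.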
GLP1R ag: activates the human GLP-1 receptor; P43220; HEK293 GLP-1R CRE-luciferase, luminescence, 4-6 h; cells express a hypersensitive GLP-1R form; Potency, µM (titrated, usually from 45.6 µM), for the others: at the highest dose activation, most hits filed as activators; 380,000 compounds, 0.007% hits; note: potency is the fitted concentration of half-maximal effect; % of control where 0% means no effect
GLP1R inv ag: acts as inverse agonist at human GLP-1 receptor; P43220; Potency, µM (doses to about 38.3 µM), for the others: top-dose activity change, negative = inhibition, actives largely listed as inhibitors; AID 624417; 410,000 compounds, 1.6% hits; HEK293 GLP-1R CRE-luciferase, luminescence, 24 h; GLP-1R form is constitutively active; note: potency is the fitted concentration of half-maximal effect; % is set by controls: 0 for no effect and ±100 for the full control effect; nearly all actives have a fitted effect of over 55% in size
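Assay principle: reduced luminescence from a cAMP-responsive reporter in HEK293 cells co-expressing a constitutively active GLP-1R. Conditions: 24 hr compound incubation, 37 deg C, 5% CO2.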
HEK293 tox: cytotoxicity counter-screen for GLP-1 receptor inverse agonists; HEK293 cAMP-luciferase reporter cells, luminescence, 24 h; Potency, µM (top dose mostly 38.3 µM), for inactives: at the top dose activity change, negative = inhibition, usual class: inhibitors; 410,000 compounds, 0.13% hits; AID 624418;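 note: loss of luciferase light is scored as toxicity; potency is the fitted concentration of half-maximal effect; % is set by controls: 0 for no effect and ±100 for the full control effect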
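Cells in DMEM/10% Nu serum/1% pen-strep, 1536-well format. Pre-incubated 12 h, dosed with 23 nL compound, incubated a further 24 h. Luciferase detection, 12 min at room temp, luminescence.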
Numbers without * were called inactive; i = inactive; ? = inconclusive; . = no result given; [ ] = dose if it differs, or a comment. Unless noted, calls come from the whole dose curve; as a rule, active = well fitted curve in the direction sought with a large enough effect; inconclusive = small, poorly fitted or top-dose-only effect, or another doubt; inactive = no such curve, though single readings can be large; an effect the other way counts as inactive or inconclusive. These rows are one share of the data (hit frequency here may not be typical).

SMILES	EPAC1 antagonist	PLK1 PBD block	EPAC1 ag	PI5P4K alpha inh	PTHR1 ag	IL-2 act	GLP1R ag	GLP1R inv ag	HEK293 tox
Cc1ccc(C)c(OCCC(=O)Nc2cccc(S(=O)(=O)N3CCCCC3)c2)c1	-3.7%	6.4%	2.8%	3.9	-39.3%[inhibitor]	-3.8	-30.0%[inhibitor]	?	-20.5%
Cc1cccc(N2CN=C3SCC(=O)N3C2)c1	7.9%	-7.1%	5.2%	3.0	-3.3%	-0.3	2.9%	-21.7%	-2.6%
COCCCN1C(=O)C(=O)/C(=C(/O)c2ccc(OC(C)C)cc2)C1c1ccncc1 (configuration not stated)	-7.5%	-6.4%	2.9%	.	20.6%	1.5	1.5%	16.1%	5.9%
CCc1cccc(C)c1N1C(=O)CN(Cc2ccccc2)C1=S	-12.2%	-8.6%	5.9%	8.5	i	1.7	9.3%	5.62µM*	6.5%
Cc1ccccc1NC(=O)Cc1nc(COC(=O)c2ccc(O)cc2O)cs1	?	-2.3%	0.5%	-17.7	-35.9%[inhibitor]	-2.6	8.6%	-30.9%	-7.6%
Cc1ccc(OCC(=O)Nc2cccc(S(=O)(=O)N3CCOCC3)c2)c([N+](=O)[O-])n1	-5.2%	-3.6%	13.2%	2.5	-0.1%	3.8	6.4%	1.9%	-0.5%
COc1ccccc1NS(=O)(=O)c1cc(NC(=O)Cc2n[nH]c(=O)c3ccccc23)ccc1Cl	-12.1%	0.1%	2.4%	-17.0	-25.1%	-0.7	0.1%	-3.7%	12.0%
O=C(NNc1ccc(F)cc1)c1c(F)cccc1Cl	15.3%	-0.1%	1.0%	-1.4	i	0.0	0.1%	1.12µM*	-24.5%
COc1ccc(Cl)cc1NC(=O)CSc1nc(N2CCOCC2)nc(N2CCOCC2)n1	6.6%	-3.0%	10.1%	-1.8	i	-2.0	?	19.8%	15.1%
CCc1ccccc1NC(=O)CN1CCN(CC(=O)Nc2cc(C)ccc2OC)CC1	15.6%	-12.8%	7.2%	0.9	i	0.2	8.4%	7.0%	-2.6%
Cc1cnc(C(=O)OCC(=O)Nc2cc(-c3cc(C)c(C)cc3C)nn2-c2ccccc2)cn1	-14.7%	-5.4%	2.9%	-1.2	i	0.2	-7.4%	?	5.4%
Nc1nc(N(Cc2ccccc2)Cc2ccccc2)nc(C(F)(F)F)n1	-2.7%	-12.2%	5.7%	22.5	-51.4%[inhibitor]	-0.2	-0.1%	-15.0%	1.5%
CCc1cc(C(=O)NCC(c2ccco2)N2CCCCC2)sc1C (configuration not stated)	-9.8%	-8.3%	-0.3%	-8.5	i	0.7	5.9%	?	-12.9%
CC(C)(C)C(=O)O/N=C1/C(=O)N(c2ccccc2)c2ccccc21	0.4%	-23.3%	7.2%	-8.6	-25.8%	-1.2	8.0%	17.0%	11.8%
CC1Cc2cccc3c(O)c(C(=O)c4nn[nH]n4)c(=O)n1c23 (configuration not stated)	-12.7%	-19.6%	-2.7%	-7.2	i	7.7	-2.2%	59.7%[activator]	-2.4%
O=C(NC1CCN(C(=O)Nc2ccc(F)cc2)CC1)c1cccc(F)c1	3.4%	-4.4%	6.1%	1.1	-1.2%	-0.5	9.4%	4.3%	0.4%
COc1cccc(OC)c1C(=O)OCC(=O)N(c1ccccc1)C1CCCCC1	-12.4%	-13.0%	9.3%	1.7	-17.8%	-0.2	-4.6%	?	5.6%
COc1ccccc1CCNC(=O)CCn1nc(C)c2c(C)n(-c3ccccc3)nc2c1=O	5.3%	-9.3%	-3.4%	-0.1	i	0.4	-0.5%	6.2%	1.9%
Cc1ccc(NS(=O)(=O)c2ccc3nc(-c4ccccc4)[nH]c3c2)c(Cl)c1	.	.	.	.	-44.7%[inhibitor]	.	-0.9%	?	-7.4%
CC1(c2ccccc2Cl)NC(=O)N(CC(=O)N2c3ccccc3NC(=O)C2(C)C)C1=O (configuration not stated)	7.1%	-3.8%	11.0%	?	i	-3.2	-15.8%	6.0%	-8.0%
COc1ccc(CCNC(=O)c2nnn(CC(=O)Nc3ccccc3C)c2N)cc1OC	-5.4%	-6.3%	6.9%	1.2	-20.2%[57.5 µM]	-2.7	6.8%	25.8%	23.3%
Nc1nc2ccccc2nc1N1CCCC1	15.5%	-11.3%	8.4%	.	?	-1.6	10.6%	15.8%	3.5%
COc1ccccc1N1C(=O)C2C(c3ccc(F)cc3)NN(C(=O)c3ccc(C)cc3)C2C1=O (configuration not stated)	-7.9%	-7.7%	-0.5%	10.0	i	0.6	2.3%	-2.9%	0.6%
Cc1nc2ccc(S(=O)(=O)NC(C(=O)N3CCCCCC3)C(C)C)cc2s1 (configuration not stated)	-7.7%	-7.5%	-1.3%	0.1	-23.2%	-1.5	-6.6%	-1.5%	-24.6%
Cc1cccc(/C=C2\Sc3ccc(C(=O)NCC4CCCO4)cc3N(C)C2=O)c1 (configuration not stated)	-16.0%	-22.5%	9.6%	5.8	-10.7%	-0.4	-3.4%	12.6µM*	-1.1%

One compound at a time, from the list above.
`COc1ccc(CCNC(=O)c2nnn(CC(=O)Nc3ccccc3C)c2N)cc1OC` is entered as EPAC1 antagonist: -5.4%; PLK1 PBD block: -6.3%; EPAC1 ag: 6.9%; PI5P4K alpha inh: 1.2; PTHR1 ag: -20.2%[57.5 µM]; IL-2 act: -2.7; GLP1R ag: 6.8%; GLP1R inv ag: 25.8%; HEK293 tox: 23.3%
`Cc1ccc(C)c(OCCC(=O)Nc2cccc(S(=O)(=O)N3CCCCC3)c2)c1` is entered as EPAC1 antagonist: -3.7%; PLK1 PBD block: 6.4%; EPAC1 ag: 2.8%; PI5P4K alpha inh: 3.9; PTHR1 ag: -39.3%[inhibitor]; IL-2 act: -3.8; GLP1R ag: -30.0%[inhibitor]; GLP1R inv ag: ?; HEK293 tox: -20.5%

The listing picks up with the two entries that preceded the break.
SMILES	EPAC1 antagonist	PLK1 PBD block	EPAC1 ag	PI5P4K alpha inh	PTHR1 ag	IL-2 act	GLP1R ag	GLP1R inv ag	HEK293 tox
Cc1nc2ccc(S(=O)(=O)NC(C(=O)N3CCCCCC3)C(C)C)cc2s1 (configuration not stated)	-7.7%	-7.5%	-1.3%	0.1	-23.2%	-1.5	-6.6%	-1.5%	-24.6%
Cc1cccc(/C=C2\Sc3ccc(C(=O)NCC4CCCO4)cc3N(C)C2=O)c1 (configuration not stated)	-16.0%	-22.5%	9.6%	5.8	-10.7%	-0.4	-3.4%	12.6µM*	-1.1%
O=C(N/N=C/c1ccc(N2CCOCC2)o1)c1cccc(C(F)(F)F)c1	-22.2%	-7.5%	13.7%	.	-27.1%	-1.2	-3.5%	4.9%	4.7%
Cc1ccccc1N1C(=O)CC(Sc2nnc(-c3ccccc3)o2)C1=O (configuration not stated)	12.4%	0.0%	1.5%	-11.2	-4.7%[57.5 µM]	-1.0	-15.4%	?	?
CCN(CC)Cc1cc(Nc2c3ccccc3nc3c4ccccc4n(C)c23)cc(CN(CC)CC)c1O	-26.9%	-8.6%	-2.0%	-18.2	i	-0.1	8.7%	?	-16.9%
COc1ccc(CCNC(=O)c2c(O)c3ccccc3n(C)c2=O)cc1	-1.7%	-14.0%	0.8%	-8.7	i	-1.5	-3.0%	-10.2%	2.3%
CC(=O)c1cccc(NC(=O)C2CC(=O)N(Cc3ccccc3)C2)c1 (configuration not stated)	-13.2%	-9.0%	0.1%	0.1	i	0.6	1.8%	-12.5%	4.7%
CC1(C(=O)Nc2ccc(F)cc2F)CCN1C(=O)CCC1CCCC1 (configuration not stated)	-6.7%	-2.1%	-10.6%	8.2	-32.4%[inhibitor]	0.4	-0.6%	29.9%	5.0%
CC1Sc2ccc(S(=O)(=O)CCC(=O)N(C)Cc3ccccc3)cc2NC1=O (configuration not stated)	-3.8%	-8.2%	-12.1%	-0.7	-24.9%	-1.6	10.7%	-8.8%	-12.0%
O=C(CSc1ncnc2sccc12)N1CCCCC1	3.0%	1.3%	-3.3%	-4.3	-18.7%	-3.0	-2.8%	19.0%	14.0%
CCSc1ccc(-c2cc(NC=O)c3ncc(-c4cc(OC)c(OC)c(OC)c4)n3c2)cc1	-3.5%	-15.8%	0.1%	-6.0	i	0.1	6.2%	-12.5%	-11.1%
O=C(c1c[nH]c2ccc(S(=O)(=O)N3CCOCC3)cc2c1=O)N1CCN(c2ccccn2)CC1	6.5%	-4.0%	-7.8%	-7.6	3.0%[57.5 µM]	0.6	-16.2%	-10.0%	-7.3%
COc1cc(S(=O)(=O)NCC2COCCO2)ccc1-n1cnnn1 (configuration not stated)	0.8%	-8.2%	0.1%	.	i	0.9	-7.8%	16.3%	5.2%
CN1CCN(C(=O)c2cnn3c(C(F)(F)F)cc(-c4ccc5c(c4)OCO5)nc23)CC1	-0.2%	0.8%	1.5%	.	-2.4%[57.5 µM]	-1.6	-4.0%	-2.2%	-14.8%
Cc1nonc1CN(C)C(=O)CC1C(=O)NCCN1Cc1c(F)cccc1Cl (configuration not stated)	3.3%	-6.6%	-10.2%	6.3	i	-2.8	1.5%	0.1%	3.7%
O=C(O)COc1ccc(/C=N/O)cc1Br	-2.6%	-13.6%	6.9%	-12.7	-44.9%	0.3	0.4%	2.8%	20.4%
CCCn1c(SCC(=O)Nc2cc(C)on2)n[nH]c1=O	-4.5%	-2.1%	-3.5%	-1.8	i	0.6	-7.1%	-13.1%	-6.1%
CC(=O)c1cccc(NC(=O)N2CCCC2C(=O)Nc2ccccc2C)c1 (configuration not stated)	0.4%	2.0%	4.8%	-4.9	-1.2%	-0.6	0.7%	7.1%	-5.3%
O=C(COC(=O)c1ccc(Cl)nc1)NCCc1ccc(Cl)cc1	-13.9%	0.0%	1.1%	3.9	i	-0.2	-1.4%	2.6%	6.2%
Nc1ccc(S(=O)(=O)Nc2nccc(/C=C/c3ccc([N+](=O)[O-])cc3)n2)cc1	-0.3%	-0.7%	-7.3%	-17.1	i	0.7	4.5%	21.8%	-3.7%
